From PubChem BioAssay
NCI-60 one-dose screen, 48 h, at 10 µM unless noted. Numbers give growth in % (100 = growth as untreated, 0 = no growth, -100 = all killed).
HOP-62: HOP-62 NSCLC. actives 3.9% (n = 80,000). AID 1794735
HOP-92: HOP-92 NSCLC cells | actives 6.3% (n = 71,000) | AID 1794738
M14: M14 melanoma; actives 6.2% (n = 80,000); AID 1794745
MOLT-4: MOLT-4 leukemia cells; actives 6.9% (n = 80,000)
EKVX: EKVX NSCLC | actives 3% (n = 71,000) | AID 1794765
A549/ATCC: A549/ATCC NSCLC | actives 3.7% (n = 81,000)
CCRF-CEM: CCRF-CEM leukemia; AID 1794778; actives 7% (n = 77,000)
RPMI-8226: RPMI-8226 leukemia cells; actives 7.5% (n = 77,000)
* marks the source's active call; other numbers are inactive results; · = not tested or not shown; & = joins results of further samples; ! = a repeat was not active. How the source made its calls: active means growth percent below 10; inactive means the rest.

Preview:
SMILES	HOP-62	HOP-92	M14	MOLT-4	EKVX	A549/ATCC	CCRF-CEM	RPMI-8226
CC(C)(C)C(=O)OC(N)/C=C/c1ccccc1 (configuration not stated)	96	87	101	81	106	88	96	99
C/C=C/C(=O)OC1CCCC1	97	95	97	103	103	104	101	105
COc1cc([C@@H]2c3cc4c(cc3[C@H](OC3OC5COC(c6ccccc6)OC5C(O)C3O)[C@H]3COC(=O)[C@H]23)OCO4)cc(OC)c1OC (some centres not stated)	30	38	33	-7.4*	75	65	16	-21*

This part in full, from the first entry:
SMILES	HOP-62	HOP-92	M14	MOLT-4	EKVX	A549/ATCC	CCRF-CEM	RPMI-8226
CC(C)(C)C(=O)OC(N)/C=C/c1ccccc1 (configuration not stated)	96	87	101	81	106	88	96	99
C/C=C/C(=O)OC1CCCC1	97	95	97	103	103	104	101	105
COc1cc([C@@H]2c3cc4c(cc3[C@H](OC3OC5COC(c6ccccc6)OC5C(O)C3O)[C@H]3COC(=O)[C@H]23)OCO4)cc(OC)c1OC (some centres not stated)	30	38	33	-7.4*	75	65	16	-21*
COc1ccc(Nc2nc(N)nc(N)c2N)cc1	118	95	118	100	100	101	95	100
COc1ccc(NC(=O)CSc2nc(C)c(C(C)=O)n2-c2ccccc2)cc1	105	85	100	99	96	100	97	98
O=C(NNC1CCN(Cc2ccccc2)CC1)c1ccccc1	102	88	104	93	113	99	96	99
O=CN1N=C(c2ccc(Nc3ccnc4cc(Cl)ccc34)cc2)CC1c1ccc(Cl)cc1 (configuration not stated)	34	49	39	7.2*	41	·	6.5*	4.6*
COc1cc(/C=C/C(=N\O)c2cc3ccccc3oc2=O)cc(OC)c1OC	92	90	100	94	97	92	96	83
COc1ccc2cc(C3=CC(=O)CCC3)ccc2c1	112	83	104	93	99	83	91	93
CC1CCCc2c1nc1ncnc(N)c1c2-c1ccc(Cl)cc1 (configuration not stated)	96	74	102	109	102	95	78	79
COc1ccc2[nH]c(O)c(/C=c3/ccc4c(c3)N=C(c3cccs3)N=4)c2c1	72	·	103	39	94	63	30	62
Cc1ccc(-c2nc(C#N)c(S(=O)(=O)N3CCN(c4oc(-c5ccccc5)nc4C#N)CC3)o2)cc1	117	106	84	·	102	101	11	101
CN1C(C(=O)Nc2ccccn2)=C(O)c2ccccc2S1(=O)=O	98	92	103	106	106	103	95	94
CCCCCc1cn(CC(=O)Nc2nc3ccccc3s2)nn1	103	104	98	104	92	102	·	97
O=C1Cc2cc(CCN3CCN(c4nsc5ccccc45)CC3)c(Cl)cc2N1	·	65	105	82	88	95	9.8*	79
CCOC(=O)N1CCN(C(=O)OCC)CC1	88	88	99	104	87	101	120	100
CC(=O)/C=C/c1cc2cc(Cl)ccc2[nH]c1=O	68	94	91	87	89	85	69	54
CC1=C(C(=O)Nc2ccc(C)cc2)C(c2ccc(F)cc2)C2=C(CC(C)(C)CC2=O)N1 (configuration not stated)	90	114	99	71	·	81	87	85
CC(N1CCN(C)CC1)C(O)(c1ccccc1)C1CCCCC1 (configuration not stated)	85	63	96	90	98	92	94	96
CCOC(=O)CN(CC)CC(=O)OCC	114	74	106	104	·	98	103	108
Cc1ccc(/C=C(\C#N)C(N)=O)cc1	101	121	105	111	106	107	104	119
COc1ccc(NC(=S)NNc2ccc(-c3ccc(OC)c(OC)c3)nn2)cc1	98	106	99	96	104	110	103	103
C=C(C)[C@@H]1CC[C@]2(COCCC#N)CC[C@]3(C)[C@H](CC[C@@H]4[C@@]5(C)Cc6c([nH]c7ccccc67)C(C)(C)[C@@H]5CC[C@]43C)[C@@H]12	105	107	99	86	116	100	·	86
O=C(/C=C\c1ccnc2ccccc12)c1ccc([N+](=O)[O-])cc1	78&104	58&78	79&91	49&63	75	78&91	29&68	-26*!
CC(C)(S)C(N)C(=O)O (configuration not stated)	83	100	98	93	100	97	92	117

Structures above containing four or more nitrogen atoms, in the order listed:
SMILES	HOP-62	HOP-92	M14	MOLT-4	EKVX	A549/ATCC	CCRF-CEM	RPMI-8226
COc1ccc(Nc2nc(N)nc(N)c2N)cc1	118	95	118	100	100	101	95	100
O=CN1N=C(c2ccc(Nc3ccnc4cc(Cl)ccc34)cc2)CC1c1ccc(Cl)cc1 (configuration not stated)	34	49	39	7.2*	41	·	6.5*	4.6*
CC1CCCc2c1nc1ncnc(N)c1c2-c1ccc(Cl)cc1 (configuration not stated)	96	74	102	109	102	95	78	79
Cc1ccc(-c2nc(C#N)c(S(=O)(=O)N3CCN(c4oc(-c5ccccc5)nc4C#N)CC3)o2)cc1	117	106	84	·	102	101	11	101
CCCCCc1cn(CC(=O)Nc2nc3ccccc3s2)nn1	103	104	98	104	92	102	·	97
O=C1Cc2cc(CCN3CCN(c4nsc5ccccc45)CC3)c(Cl)cc2N1	·	65	105	82	88	95	9.8*	79
COc1ccc(NC(=S)NNc2ccc(-c3ccc(OC)c(OC)c3)nn2)cc1	98	106	99	96	104	110	103	103

2 entries from above, set out differently.
| SMILES | HOP-62 | HOP-92 | M14 | MOLT-4 | EKVX | A549/ATCC | CCRF-CEM | RPMI-8226 |
| --- | --- | --- | --- | --- | --- | --- | --- | --- |
| CCCCCc1cn(CC(=O)Nc2nc3ccccc3s2)nn1 | 103 | 104 | 98 | 104 | 92 | 102 | · | 97 |
| O=C1Cc2cc(CCN3CCN(c4nsc5ccccc45)CC3)c(Cl)cc2N1 | · | 65 | 105 | 82 | 88 | 95 | 9.8* | 79 |

Continuation:
SMILES	HOP-62	HOP-92	M14	MOLT-4	EKVX	A549/ATCC	CCRF-CEM	RPMI-8226
CC(=O)Nc1nc(O)c(C=Nc2ccncc2)s1	102	107	103	107	96	103	112	109
COc1ccc(-c2c3c(N)c4c(nc3nc3c2c(C)nn3-c2ccccc2)CCCCC4)cc1	85	32	89	49	·	81	48	-4.2*
Cc1c(-c2ccc(C(=N)N)cc2)oc(-c2ccc(C(=N)N)cc2)c1C	70	43	81	93	68	85	93	86
COc1ccc2nc(Cl)c(/C=C/C(=O)c3ccc(NC(=O)CSc4nnc(-c5ccc(Cl)c(Cl)c5)n4-c4ccccc4)cc3)cc2c1	83	68	92	86	93	70	91	62
CCOC(=O)c1c[nH]c(C#N)c1C	85	90	104	94	85	87	87	96
O=C(/C=C/c1cccc(F)c1)c1ccc(N2CCNCC2)cc1	80	58	81	69	96	77	58	76
CCOC(=O)c1nn(-c2ccc(C)cc2)c(=O)c2c(N)c(C#N)c(-c3ccc(OC)cc3)cc12	81	92	102	114	85	108	103	99
CNc1nc(S(=O)c2ccc(C#N)cc2)nc2ccccc12 (configuration not stated)	99	75	71	69	82	90	32	61
COc1ccc(-c2cc(Cc3cccs3)c(=O)n(Cn3cnc4nc[nH]c4c3=O)n2)cc1	102	·	106	87	84	102	67	82
O=C(NC(Cc1cn(Cc2ccccc2)cn1)C(=O)O)OCC1c2ccccc2-c2ccccc21 (configuration not stated)	101	107	100	84	·	104	111	114
CN(C)C(=S)SCc1cc(Cl)cc(Cl)c1O	88	87	97	89	94	92	97	95
CC1(C)C(CC(=O)O)CC1C(=O)O (configuration not stated)	112	107	98	84	122	90	103	111
COc1ccc(C(=O)CSc2nc3c(c(Nc4cccc(S(N)(=O)=O)c4)n2)CCCC3)cc1	102	111	99	102	103	101	99	96
N/C(=N\c1nc2ccccc2s1)NC(=O)NC(CO)CO	101	100	103	104	92	98	103	103
Cn1cc(-c2cc(N)n3nc(-c4cn(C)c5ccc(Cl)cc45)cc3n2)c2ccccc21	115	133	102	104	104	107	115	109
COc1ccc(NC(=O)OC(C)C)c(OC)c1	111	98	102	111	106	105	·	102
CC(C)C[C@H]1C(=O)O[C@H](C(C)C)C(=O)N(C)[C@@H](C(C)C)C(=O)O[C@H](C(C)C)C(=O)N(C)[C@@H](C(C)C)C(=O)O[C@H](C(C)C)C(=O)N1C	15	-23*	18	0.5*	23	13	11	-11*
CCOc1ccccc1/C=N\NC(=O)C(=O)N/N=C\c1ccccc1OCC	94&64	56	103&93	103&107	115&118	103	108	88
COc1ccc(OC)c(/C=C2\Oc3cc(O)ccc3C2=O)c1	101	98	73	100	91	99	96	92
O=C1CCN=C2C=CC(Cl)=CN12	99	130	104	·	101	97	126	120
COc1cccc2c1C(=O)c1c(OC)cccc1C2=O	95	82	104	99	89	93	90	94
O=C1/C(=C\C=C/c2ccccc2)SC(=S)N1CCc1ccc(O)cc1	110	92	101	54	96	100	14	81
O=C(c1ccccc1)c1ccc(Oc2ccc([N+](=O)[O-])cc2[N+](=O)[O-])cc1	99	53	54	78	100	·	27	35
CC(=O)c1cccc(O)c1	93	103	100	96	·	99	106	105
N#Cc1cnc2nc1NCCCCCCC2	99	100	112	106	55	101	113	104
SMILES	HOP-62	HOP-92	M14	MOLT-4	EKVX	A549/ATCC	CCRF-CEM	RPMI-8226
Cc1c(C)c2c(c(C)c1NC(=O)CCCCCCC(=O)NO)CCC(C)(CCCC(C)CCCC(C)CCCC(C)C)O2 (configuration not stated)	104	87	57	82	115	70	44	74
C=C(C)[C@@H]1CC[C@]2(C(=O)O)CC[C@]3(C)[C@H](CC[C@@H]4[C@@]5(C)C[C@@H](CC#CC#CC[C@@H]6C[C@]7(C)[C@H]8CC[C@@H]9[C@H]%10[C@H](C(=C)C)CC[C@]%10(C(=O)O)CC[C@@]9(C)[C@]8(C)CC[C@H]7C(C)(C)[C@H]6OC(C)=O)[C@H](OC(C)=O)C(C)(C)[C@@H]5CC[C@]43C)[C@@H]12	91	100	97	99	99	105	100	103
COc1ccc2nc(N/N=C/c3cccc(C)n3)cc(C)c2c1	90	·	96	80	·	86	87	91
CCOc1ccc(N2C(=O)S/C(=C3/SC(=O)N(c4ccc(OCC)cc4)C3=O)C2=O)cc1	91	79	103	106	96	87	84	106
O=C(Nc1ccc(-c2nc3ccc(NC(=O)c4ccc(Cl)cc4)cc3[nH]2)cc1)c1ccc(Cl)cc1	29	41	2.1*	4.0*	·	4.6*	1.3*	-23*
Nn1c(-c2ccc(-n3nc(-c4ccccc4)c4ccccc43)cc2)n[nH]c1=S	101	115	98	81	96	82	82	85
CCC(C)c1ccccc1OCC(C)O (configuration not stated)	105	99	·	118	89	107	111	118
COCC(O)CNCCO (configuration not stated)	118	82	95	107	·	102	96	106
CS(=O)(=O)Oc1ccc2c3c(c(=O)oc2c1)CCCCC3	84	·	99	86	·	81	82	83
O=C(O)Cc1cc(I)c(Oc2ccc(O)c(I)c2)c(I)c1	78	90	84	67	91	68	51	55
CC(CO)(C(=O)O)C1CCCCC1 (configuration not stated)	103	82	102	104	96	100	109	100
Cc1cc(CSc2ccccc2C(=O)N2CCN(Cc3nc4ccccc4s3)CC2)no1	80	88	91	76	71	83	·	84
CCOC(=O)c1c(NCC(=O)Nc2ccc(Br)cc2)sc2c1CCCC2	69	68	46	17	76	73	18	27
O=C(CCc1ccccc1)Nc1ccccc1	112	93	111	95	97	84	102	78
Clc1ccc(-c2cc(-c3cc(-c4ccc(Cl)cc4Cl)n[nH]3)[nH]n2)c(Cl)c1	94	108	105	90	82	101	98	97
CC(C)(CCN=C(N)Nc1ccccn1)c1ccc(C(F)(F)F)cc1	50	-2.9*	-64*	-16*	22	31	7.3*	-47*
Nc1ccc(Cl)cc1C(=O)O	104	·	102	96	·	102	87	100
CCC(CO)(CO)CO	104	99	103	110	·	99	94	100
O=C(O)c1cc2ccccc2c2cc(Br)ccc12	98&97	77	103&102	124&90	89&90	100&97	98&87	116&109
C=C1CC[C@@H]2[C@]3(C)COC(c4ccccn4)O[C@@H]3CC[C@@]2(C)[C@@H]1CC(O)C1=CCOC1=O (some centres not stated)	111	124	·	98	104	108	50	77
COc1ccc2c(c1)/C(=C/c1ccc(OCC(=O)c3ccccc3)cc1)C(=O)N2	95	110	96	88	93	101	97	101
CC(=O)c1sc(/N=C2\NC(=O)/C(=C/c3cn(Cc4ccccc4)c4ccccc34)S2)nc1C	86	81	104	100	90	89	114	115
Cc1ccc(-c2csc(NC(=O)CCCCl)n2)cc1	101	75	103	79	·	91	96	83

Molecules listed so far that have bromine, in the order listed:
SMILES	HOP-62	HOP-92	M14	MOLT-4	EKVX	A549/ATCC	CCRF-CEM	RPMI-8226
CCOC(=O)c1c(NCC(=O)Nc2ccc(Br)cc2)sc2c1CCCC2	69	68	46	17	76	73	18	27
O=C(O)c1cc2ccccc2c2cc(Br)ccc12	98&97	77	103&102	124&90	89&90	100&97	98&87	116&109
